Assay outcomes as filed in PubChem.
GSIS activator: GLuc luminescence reporter in INS-1E cells, primary screen for activators of glucose-dependent secretion of insulin | INS-1E GLuc reporter insulin secretion, 2-3 h | activation, % at 16.6 µM | 0.61% of 370,000 active;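 active means lowest replicate activation of at least 40%, so every replicate reaches that level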;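 further: 0% = median of neutral control wells and 100% = median of IBMX positive control wells; some compounds called inactive have numbers as strong as hits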
CFTR F508del cor: F508del CFTR correction, initial screen, CFBE line, single point | CFBE cells, YFP halide quenching; stimulated with forskolin plus potentiator P3; % fluorescence drop versus neutral controls | activity (quench increase), % at 7.58 µM | 0.36% of 350,000 active | AID 720511, 2013;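 active means mean added fluorescence quench of at least 8% versus neutral control, with both replicates also reaching 8%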;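 further: cells transiently co-express mutant CFTR-F508del with the halide-sensitive YFP; corrector assay measuring rescue of mutant channel to the surface after 24 h compound exposure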
Cneo AK release: Cryptococcus neoformans cell lysis inducers, primary screen, AK release luminescence, single concentration | AID 651654, 2012 | C. neoformans lysis, adenylate kinase release luminescence, 4 h; normalised: neutral wells 0, clomiphene wells 100 | lysis activity, % at 15 µM | 0.2% of 360,000 active;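 active means mean lysis activity across replicates of at least 80%, whatever share of replicates individually reach that level; inactive means mean lysis activity below 80%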
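read-out = cell lysis signal | test system = log-phase Cryptococcus neoformans yeast cells | input = cells at 5 × 10^6 per mL | medium = fresh YPD growth medium | signal = luminescent adenylate kinase detection reagent | timing = 4 h at 37 °C static, read 1 h later | dosing = single dose | controls = Clomiphene as positive lysis control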
PGC1a acetyl inh: inhibitors of PGC1a acetylation signal, primary screen, cell-based, U2OS, AlphaScreen, inhibitor mode | inhibition, % at 15.6 µM | AID 651687, 2012 | 0.17% of 350,000 active | AlphaScreen anti-acetyl-lysine; with virally co-expressed GCN5 acetyltransferase;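 active means every replicate shows inhibition of at least 40%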;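 further: 0% = neutral control wells and 100% = positive control wells; some results beyond the cut were filed as inactive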
Statin myotox sup: suppressors of statin myotoxicity in C2C12 myotubes, primary screen, cell-based, single point, plate reader; C2C12 myotubes + simvastatin, ATP luminescence, 48 h; scaled: DMSO 0, geranylgeraniol control 100; rescue of ATP level, % at 7.49 µM; 0.78% of 330,000 active;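 active means mean ATP rescue above about 67%, or every replicate alone reaching that limit, limit read from the data, passing the limit was not always enough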;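 further: myotubes were challenged with 10 µM simvastatin during compound exposure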
PglD DTNB: C. jejuni PglD acetyltransferase inhibitors, primary screen, biochemical, DTNB colorimetric, single point. purified PglD enzyme, DTNB colorimetric CoA detection. inhibition, % at 12.5 µM. 0.098% of 360,000 active. AID 602405, 2012; in the data active means inhibition above about 16%, passing the limit was not always enough; further: strong numbers were not always called active
FN deposit inh: inhibitors of fibronectin matrix deposition, primary screen, AH1F cells, Alexa488-fibronectin fluorescence, plate reader; AH1F fibroblasts, overnight; inhibition, % at 12.6 µM; 0.086% of 350,000 active;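 active means mean inhibition across replicates of 30% or more, regardless of how many single replicates reach that level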;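 further: positive control wells lacked labelled fibronectin entirely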
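Measured by – fluorescence 485/525 nm · System – AH1F fibroblast monolayer, labelled fibronectin deposition · Amount – 10000 cells per well · Buffer or medium – serum-reduced DMEM (2% serum) · Doses – single dose, pinned · Also added – fluorescent fibronectin at 24 nM final · Schedule – 1 h cell attachment, overnight exposure to compound and label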
miR122 inh: miR-122 Renilla sensor signal increase in Huh7, primary screen, miR-122 inhibitor project, cell-based, single point, plate reader. activation (reporter increase), % at 12.5 µM. Huh7 miR-122 Renilla luciferase sensor, 48 h; neutral wells = 0, positive control = 100. 0.3% of 340,000 active;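 active means mean replicate activation score at least 90 and every replicate individually at or above 90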;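 further: higher luciferase means less miR-122 activity so hits act as miR-122 inhibitors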
* = called active by the depositor; . = not tested or not shown; & = joins results of further samples; [ ] = another dose, or the depositor's remark. Outcome played no part in choosing rows (roughly 2.1% active in at least one column).

SMILES | GSIS activator | CFTR F508del cor | Cneo AK release | PGC1a acetyl inh | Statin myotox sup | PglD DTNB | FN deposit inh | miR122 inh
COc1cc(OC)c(NC(=O)c2sc3ncn(CC(=O)N4CCOCC4)c(=O)c3c2C)cc1Cl | 27 | -2.0 | -1 | -5 | -25 | -2 | -4 | 4
O=C(NCC[C@H]1CC[C@@H](NC(=O)c2ccccc2F)[C@H](CO)O1)c1ccc2c(c1)OCO2 | 10 | 1.6 | 0 | -4 | -2 | -3 | -5 | -4[16.7 µM]
Cc1noc(C)c1NC(=O)N(C)C[C@H]1Oc2ncc(/C=C/c3ccccc3)cc2C(=O)N([C@H](C)CO)C[C@H]1C | 22 | 0.8 | 8 | -6 | -9 | -1 | . | -3[16.7 µM]
CCOC(=O)c1ccc(NC(=S)N2CCC(O)CC2)cc1 | -1 | . | 3 | 6 | -23 | 24* | 9 | 2
C=CCNC(=S)NNC(=O)c1cc(O)ccc1O | 13 | -1.1 | 1 | 4 | . | 2 | 2 | -5
COc1cc(OC)cc(C(=O)N2CCN(S(=O)(=O)c3ccc4c(c3)OCCO4)CC2)c1 | -5 | -0.1 | 19 | 8 | 0 | 2 | -5 | 0
CC(C)=CC(O)C/C(C)=C/COc1ccc2ccc(=O)oc2c1 (stereo not given) | . | -1.5 | 3 | 17 | 3 | -1 | . | -3
CCNC(=S)/N=C(/Nc1ccc(OC)cc1)Nc1nc(C)cc(C)n1 | 13 | 3.8 | -1 | 12 | . | -4 | -1 | 0
CS(=O)(=O)n1nc(-c2ccccc2)nc1NCc1ccco1 | . | . | 2 | -2 | 3 | 9 | . | 1
COc1ccccc1NC(=O)CSc1nnc(C2CCCCC2)n1-c1ccccc1 | -60 | -4.6 | -1 | -3 | . | 0 | 10 | .
COc1ccccc1-c1ccc([C@@H]2[C@@H](CO)N3CCCCN(C(=O)c4ccncc4)C[C@@H]23)cc1 | -1 | -2.2 | 41 | 4 | . | 6 | . | 45[16.7 µM]
Cc1cc(NC(=O)C2COc3ccccc3O2)no1 (stereo not given) | 27 | -1.8 | -1 | 10 | 18 | 0 | -4 | -7
Cc1nn(C)c(C)c1CCC(=O)NC1CC(C)(C)Cc2c1cnn2-c1ccccc1 (stereo not given) | 0 | 0.9 | 3 | . | -4 | 8 | -3 | .
CC(C)(O)C#Cc1ccc(C(=O)NCc2ccccc2)s1 | . | . | -1 | 1 | 1 | 9 | -2 | 1
C[C@@H]1CN([C@H](C)CO)C(=O)c2c(c3ccccc3n2C)-c2ccccc2CO[C@@H]1CN(C)Cc1ccc2c(c1)OCCN2C | 14 | 3.8 | . | -18 | . | . | -1 | .
CC1=C(C(=O)OCc2ccc([N+](=O)[O-])cc2)N2C(=O)C(NC(=O)Cc3ccccc3)C2SC1 (stereo not given) | 4 | -1.9 | -2 | 5 | -1 | 1 | -3 | -4
O=C(NCc1ccccc1)C(c1ccccc1)N(C(=O)c1csnn1)C1CC1 (stereo not given) | 0 | -0.9 | . | 2 | . | . | 10 | .
Cc1cc(NC(=O)C(C)(C)C)no1 | 17 | . | -1 | -5 | 0 | . | . | -8
COCC(=O)N(C)C[C@H]1Oc2cc(-c3ccc(F)cc3)ccc2S(=O)(=O)N([C@H](C)CO)C[C@@H]1C | 13 | 0.7 | 0 | 7 | -8 | 12 | 0 | 1[16.7 µM]
CCN(CC)c1ccc(S(=O)(=O)N(CC)CC)cc1NC(=O)C1CCCC1 | -13 | -3.6 | . | -17 | . | . | -4 | -3

Exported field by field: entries from further up.
CCOC(=O)c1ccc(NC(=S)N2CCC(O)CC2)cc1
  GSIS activator = -1; CFTR F508del cor = .; Cneo AK release = 3; PGC1a acetyl inh = 6; Statin myotox sup = -23; PglD DTNB = 24*; FN deposit inh = 9; miR122 inh = 2

C=CCNC(=S)NNC(=O)c1cc(O)ccc1O
  GSIS activator = 13; CFTR F508del cor = -1.1; Cneo AK release = 1; PGC1a acetyl inh = 4; Statin myotox sup = .; PglD DTNB = 2; FN deposit inh = 2; miR122 inh = -5

COc1cc(OC)cc(C(=O)N2CCN(S(=O)(=O)c3ccc4c(c3)OCCO4)CC2)c1
  GSIS activator = -5; CFTR F508del cor = -0.1; Cneo AK release = 19; PGC1a acetyl inh = 8; Statin myotox sup = 0; PglD DTNB = 2; FN deposit inh = -5; miR122 inh = 0

CC(C)=CC(O)C/C(C)=C/COc1ccc2ccc(=O)oc2c1 (stereo not given)
  GSIS activator = .; CFTR F508del cor = -1.5; Cneo AK release = 3; PGC1a acetyl inh = 17; Statin myotox sup = 3; PglD DTNB = -1; FN deposit inh = .; miR122 inh = -3

Single records (already shown).
Record of `CCN(CC)c1ccc(S(=O)(=O)N(CC)CC)cc1NC(=O)C1CCCC1` = GSIS activator: -13; CFTR F508del cor: -3.6; Cneo AK release: .; PGC1a acetyl inh: -17; Statin myotox sup: .; PglD DTNB: .; FN deposit inh: -4; miR122 inh: -3
Record of `Cc1noc(C)c1NC(=O)N(C)C[C@H]1Oc2ncc(/C=C/c3ccccc3)cc2C(=O)N([C@H](C)CO)C[C@H]1C` = GSIS activator: 22; CFTR F508del cor: 0.8; Cneo AK release: 8; PGC1a acetyl inh: -6; Statin myotox sup: -9; PglD DTNB: -1; FN deposit inh: .; miR122 inh: -3[16.7 µM]

(listing goes on)
SMILES | GSIS activator | CFTR F508del cor | Cneo AK release | PGC1a acetyl inh | Statin myotox sup | PglD DTNB | FN deposit inh | miR122 inh
C[C@H]1CN([C@@H](C)CO)C(=O)c2cc(C#CC3(O)CCCC3)cnc2O[C@H]1CN(C)C(=O)Nc1ccc2c(c1)OCO2 | 20 | -0.6 | 0 | -4 | -13 | -2 | . | .
Cc1ccc(NS(=O)(=O)c2csc(C(N)=O)c2)c(C)c1 | 4 | 0.9 | -1 | -6 | -2 | 0 | 8 | 26
C[C@@H]1CN([C@@H](C)CO)C(=O)Cc2cc(NC(=O)Nc3ccc4c(c3)OCO4)ccc2O[C@H]1CN(C)Cc1ccc(-c2ccccc2)cc1 | -24 | -1.5 | 0 | -4 | 57 | 3 | . | -10[16.7 µM]
COC(=O)c1ccc(NC(=O)N(c2ccccc2)c2ccccc2)cc1 | 22 | 1.4 | -2 | 12 | -3 | -3 | -4 | .
CC(C)CN(C(=O)CSc1ccc2c(c1)OCCO2)c1c(N)n(CC(C)C)c(=O)[nH]c1=O | -14 | -1.9 | -1 | 1 | -4 | -2 | 7 | -8
CCC1CCCCN1CCn1c(=S)[nH]c2cc(OC)c(OC)cc2c1=O (stereo not given) | . | . | -1 | 7 | -13 | -1 | -4 | -14
O=C(c1ccc2c(c1)OCO2)N1C[C@@H]2N[C@H](C1)C2c1ccc(-c2cncnc2)cc1 (stereo not given in full) | -8 | -0.1&-0.9 | . | 6&7 | . | . | -1 | .
O=C(N[C@H]1CC[C@@H](CCn2cc(C3(O)CCCC3)nn2)O[C@H]1CO)c1ccccc1F | 19 | -2.0 | 0 | 4 | 12 | -2 | 2 | -4[16.7 µM]
CC(=O)Nc1ccc(-c2cc(C(=O)O)c3ccc(C)cc3n2)cc1 | . | -0.3 | . | 7 | -6 | . | 8 | .
CC(=O)Nc1ccc(NC(=O)c2ccc(C)c(S(=O)(=O)Nc3cccc(C)c3)c2)cc1 | -12 | -2.0 | . | 4 | 5 | . | 6 | 49
O=C(CCl)N1CCN(S(=O)(=O)c2ccc3c(c2)CCC3)CC1 | . | -5.4 | -2 | -7 | -9 | 0 | 8 | -9
O=C(NC1CCCC1)C(c1ccncc1)N(C(=O)Cn1nnc(-c2ccccc2F)n1)c1cccc(F)c1 (stereo not given) | 8 | 3.0 | -1 | 0 | 8 | 3 | 0 | 8
C[C@H](CO)N1C[C@H](C)[C@@H](CN(C)C(=O)Nc2ccc3c(c2)OCO3)Oc2c(NC(=O)Nc3cccc4ccccc34)cccc2C1=O | 6 | -0.1 | -5 | -6 | . | 2 | -18 | 1[16.7 µM]
Cc1nnc(NC(=O)CSc2nc3c(c(=O)n(C)c(=O)n3C)n2C(C)C)s1 | 10 | 0.3 | . | -5 | . | . | -12 | .
Cc1ccc(CC(=O)N(C)CC(=O)N(CC(C)C)c2c(N)n(CC(C)C)c(=O)[nH]c2=O)cc1C | -4 | -0.2 | 0 | 0 | 5 | -1 | -2 | 0
CC[n+]1ccc(/C=C2\Sc3ccccc3N2CCCS(=O)(=O)[O-])c2ccccc21 | 9 | 3.0 | 6 | 6 | 4 | -6 | -12 | 2
C[C@@H]1CN([C@@H](C)CO)C(=O)c2cccc(NS(=O)(=O)c3cn(C)cn3)c2O[C@@H]1CN(C)C(=O)NC1CCCCC1 | 16 | 2.0 | 0 | 0 | -13 | 5 | 1 | 3[16.7 µM]
OCCCNc1c2ccccc2nc2ccccc12 | -11 | 4.5 | -2 | -41 | 17 | -1 | -6 | -25
C[C@H](CO)N1C[C@H](C)[C@H](CN(C)Cc2ccc(C(F)(F)F)cc2)Oc2c(NS(=O)(=O)c3ccccc3)cccc2C1=O | -10 | -2.7 | 2 | -1 | -1 | -3 | . | 21[16.7 µM]
S=c1[nH]nc(Cc2cccc3ccccc23)n1-c1ccccc1 | 11 | . | 1 | -2 | 18 | 5 | . | 2
C[C@@H]1CN([C@@H](C)CO)C(=O)c2cccc(NS(=O)(=O)c3ccccc3)c2O[C@@H]1CN(C)S(=O)(=O)c1ccc(Cl)cc1 | -5 | 0.7 | 2 | -1 | 32 | -33 | . | -2[16.7 µM]
COc1ccc(C2=NN(C(=O)c3ccco3)C(c3ccco3)C2)cc1OC (stereo not given) | 34 | 4.0 | -1 | 1 | 23 | 0 | 7 | -12
CN(C(=O)C1CCN(S(=O)(=O)c2cccs2)CC1)C1CCCCC1 | -10 | -0.2 | -1 | 11 | -14 | 2 | . | -6
COCC(=O)Nc1cc(C)cn(Cc2c(F)cccc2Cl)c1=O | 2 | 2.2 | -1 | 11 | 4 | 0 | -6 | 0
NC(=O)N1N=C2/C(=C/c3ccccc3)CCCC2C1c1ccccc1 (stereo not given) | 11 | 1.9 | 0 | 4 | 24 | -3 | 3 | 10
Cc1ccc(C2CC(c3cccc(C)c3)n3ncnc3N2)cc1 (stereo not given) | -10 | 3.4 | 1 | . | 7 | 1 | -3 | .
CC(=O)CSc1nnc(NC(=O)CCc2ccccc2)s1 | . | . | -1 | 9 | . | 1 | . | -1
Cc1ccc(S(=O)(=O)n2c(C)nc3cc(C)ccc32)cc1 | 3 | 0.9 | -5 | 12 | 3 | -1 | 1 | -3
O=C(C[C@@H]1C[C@@H]2c3cc(NS(=O)(=O)c4ccc(F)cc4)ccc3O[C@@H]2[C@@H](CO)O1)NCc1cccc(F)c1 | -10 | 1.3 | 2 | 6 | 6 | 5 | 3 | 2[16.7 µM]
CC(C)NC(=O)N(C)C[C@@H]1Oc2ncc(C#CC3CCCC3)cc2C(=O)N([C@H](C)CO)C[C@@H]1C | -8 | 1.6 | 2 | -3 | 37 | 0 | -13 | -1[16.7 µM]
CN1CCC(N(C)CC(=O)Nc2cccc(Oc3ccccc3)c2)CC1 | . | . | 8 | 0 | 0 | . | 4 | -4
C[C@@H](NC(=O)C[C@H]1C[C@@H]2c3cc(NS(C)(=O)=O)ccc3O[C@@H]2[C@H](CO)O1)c1ccccc1 | 9 | 2.2 | 6 | -1 | -5 | 0 | . | 1[16.7 µM]
